sEH inhibitor – soluble epoxide hydrolase inhibitors, primary screen, biochemical, human sEH; Bifunctional epoxide hydrolase 2 (Homo sapiens), P34913; recombinant human sEH enzymatic activity assay; inhibition, % at 2 µM; 91,000 compounds, 0.34% hits; AID 707, 2007; in the data active = inhibition above about 80%; also: values of inactives mirror those of a sister screen read the other way; many of its hits are not listed in these tables
S1P2 ag – S1P2 receptor agonists, primary screen, cell-based; S1P2-expressing cell line, agonist reporter read-out; activation, % at 4.5 µM; 97,000 compounds, 0.46% hits; Sphingosine 1-phosphate receptor 2 (Homo sapiens), O95136; in the data active = activation above about 16%;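 also: 0% = vehicle low control and 100% = maximal reference agonist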
Target sequence (O95136 whole entry, looked up): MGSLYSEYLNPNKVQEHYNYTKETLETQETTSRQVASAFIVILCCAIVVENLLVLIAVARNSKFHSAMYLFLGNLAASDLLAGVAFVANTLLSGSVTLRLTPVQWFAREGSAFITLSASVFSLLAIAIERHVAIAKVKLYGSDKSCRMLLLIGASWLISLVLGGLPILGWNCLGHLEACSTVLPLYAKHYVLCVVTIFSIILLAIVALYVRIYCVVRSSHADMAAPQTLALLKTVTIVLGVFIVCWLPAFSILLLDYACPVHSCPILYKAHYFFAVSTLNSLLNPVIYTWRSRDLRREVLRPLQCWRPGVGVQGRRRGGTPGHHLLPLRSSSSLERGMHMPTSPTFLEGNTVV
sEH activator – soluble epoxide hydrolase activators, primary screen, biochemical, human sEH. Bifunctional epoxide hydrolase 2 (Homo sapiens), P34913. purified human sEH enzymatic activity, activator screen. activation, % at 2 µM. 91,000 compounds, 0.04% hits. AID 717, 2007; in the data active = activation above about 37%; also: values of inactives mirror those of a sister screen read the other way
S1P2 blocker – human S1P2 receptor antagonists, primary screen, cell-based; inhibition, % at 5 µM; cell-based S1P2 antagonist assay, inhibition at 5 uM; 97,000 compounds, 0.21% hits; in the data active = inhibition above about 45%;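 also: CRE beta-lactamase reporter cells expressing human S1P2 stimulated with S1P; 0% = agonist at EC80 alone and 100% = agonist plus reference antagonist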
CYP2C19 inhib – blockers of cytochrome P450 2C19 activity – biochemical, luminescence, ADME assay, primary screen | P33261 | CYP2C19 Supersomes, luciferin-H EGE luminescence, 30 min | inhibition, % at 5 µM | 96,000 compounds, 21% hits | AID 778, 2007;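 active = CYP2C19 inhibition above a set limit at 5 µM in the primary screen, cut at about 50% in these data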;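 also: plate controls were negative control wells for no effect and 2.5 mM tranylcypromine positive control for full effect; values of inactives mirror those of a sister screen read the other way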
hDAT+cocaine – changed hDAT dopamine uptake under cocaine IC80, either direction, primary screen, cocaine antagonist project, cell-based, LLC-PK1 hDAT, [14C]-dopamine uptake, MLSMR; Sodium-dependent dopamine transporter (Homo sapiens), Q01959; LLC-PK1 hDAT cells, [14C]-dopamine uptake with cocaine IC80; actives deviate in either direction; B-score at 10 µM; 110,000 compounds, 1.3% hits;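 active = Z score or B-score, a plate-position-corrected score, falls beyond the plate's 99.7% confidence bounds, in either direction; inactive = both scores lie inside the 99.7% bounds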;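 also: scored against the spread of the other compound wells on the same plate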
Target sequence (Q01959 whole entry, looked up): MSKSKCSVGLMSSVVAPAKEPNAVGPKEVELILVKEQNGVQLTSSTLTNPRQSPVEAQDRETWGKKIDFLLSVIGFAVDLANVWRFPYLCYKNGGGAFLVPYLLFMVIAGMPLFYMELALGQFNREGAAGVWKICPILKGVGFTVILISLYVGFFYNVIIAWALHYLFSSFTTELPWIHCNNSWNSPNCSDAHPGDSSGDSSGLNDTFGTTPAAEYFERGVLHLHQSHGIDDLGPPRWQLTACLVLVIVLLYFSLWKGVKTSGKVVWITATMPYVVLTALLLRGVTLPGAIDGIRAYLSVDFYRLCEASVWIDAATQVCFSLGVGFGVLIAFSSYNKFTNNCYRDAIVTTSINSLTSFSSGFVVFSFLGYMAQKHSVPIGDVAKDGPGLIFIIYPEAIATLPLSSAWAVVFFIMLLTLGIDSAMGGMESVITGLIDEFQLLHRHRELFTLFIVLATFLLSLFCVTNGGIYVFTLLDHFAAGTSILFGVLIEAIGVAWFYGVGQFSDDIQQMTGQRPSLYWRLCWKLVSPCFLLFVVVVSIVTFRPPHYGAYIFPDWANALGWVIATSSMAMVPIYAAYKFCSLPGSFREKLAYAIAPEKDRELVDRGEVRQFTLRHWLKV
PostGolgi yeast – phenotypic screen on post-Golgi transport, primary screen; post-Golgi transport phenotypic cell assay; inhibition, % at 10 µM; 98,000 compounds, 0.9% hits; AID 739, 2007;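 also: yeast cells grown in 1536-well plates; yeast grown about 18 h at 30C before absorbance read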
CYP2C19 activ – human CYP2C19 activators, primary screen, biochemical, luminescence | AID 1025, 2008 | recombinant CYP2C19, luciferin-H EGE luminescence; hits give high values; 0 = fully inhibited enzyme, 1 = untreated enzyme | 96,000 tested, under 10 active | activation factor at 5 µM;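 active = activation factor of at least 2 at 5 µM in the primary screen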;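 also: 0 = wells with 2.5 mM tranylcypromine and 1 = vehicle-only wells; values of inactives mirror those of a sister screen read the other way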
PostGolgi ctrl – growth inhibition of yeast control strain, primary screen, counter-screen for post-Golgi transport modulator project; 98,000 compounds, 5% hits; inhibition, % at 10 µM; efflux-deficient yeast background strain, growth absorbance A615, 16 h; AID 738, 2007
The depositor's hits bear a star; nt = not tested or not shown. Rule as the data show it, unless noted: active = inhibition above about 30%; inactive = the rest.

SMILES	sEH inhibitor	S1P2 ag	sEH activator	S1P2 blocker	CYP2C19 inhib	hDAT+cocaine	PostGolgi yeast	CYP2C19 activ	PostGolgi ctrl
CCCNC(=O)c1cc2c(C(F)(F)F)nn(C)c2s1	-10	-9	7	1	6	0.29	8	0.9	-10
CCN1C(=O)/C(=c2\o/c(=C3\C=Cc4ccccc4N3CC)c(=O)n2CC)SC1=S	2	-5	-4	6	25	-1.5	-4	0.7	4
CC(=O)Nc1ccc(C(=O)n2cnc3cc(C)c(C)cc32)cc1	-9	-8	7	-34	38	0.5	-2	0.6	-8
COc1ccc(/C(O)=C2\C(=O)C(=O)N(c3cc(C)on3)C2c2ccccc2OC)cc1C (centres undefined)	nt	nt	nt	nt	14	0.97	7	0.9	19
CC(C)n1nnnc1SCC(=O)NCc1cccs1	-5	-6	6	10	38	0.017	-2	0.6	3
CCCn1nc(C(=O)NCCc2ccc(S(N)(=O)=O)cc2)c2ccccc2c1=O	-12	-4	9	19	-14	-0.19	-3	1.1	11
CCCn1c(SCC(=O)c2cc(C)c(C)cc2C)n[nH]c1=O	10	-7	-10	4	38	0.8	2	0.6	4
CCOC(=O)c1nn(-c2cccc(Cl)c2)c(C)c1C(C)=O	8	-5	-7	-4	100*	0.05	6	0	6
Cc1ccc(C(=O)ON=C2CCN(c3ccc([N+](=O)[O-])cc3)CC2)cc1	7	-4	-9	3	1	-0.38	5	1	18
Cc1nc2ccc(C(=O)OCc3ccccc3Br)cc2nc1C	1	-3	-2	6	16	-0.044	0	0.8	11
Cc1ccc(NC(=O)CN(c2cc(C)cc(C)c2)S(=O)(=O)c2c(C)noc2C)nc1	-8	-9	10	-29	48	0.16	-3	0.5	25
CCN(CC)S(=O)(=O)c1ccc(NC(=O)CN(c2ccc(OC)cc2OC)S(C)(=O)=O)cc1	-4	-4	8	13	86*	1.5	-2	0.1	24
O=C(CNS(=O)(=O)/C=C/c1ccccc1)OCC(=O)N1CCC(Cc2ccccc2)CC1	2	-5	1	-6	24	-0.053	18	0.8	16
Cc1nc2ccc(S(=O)(=O)c3ccc4nc(C)[nH]c4c3)cc2[nH]1	8	-1	-6	1	22	0.0065	7	0.8	3
Cc1cc(C(F)F)n2nc(C(=O)Nc3ccc(F)cc3F)nc2n1	11	-9	-10	-20	-14	-1.2	4	1.1	3
O=C(O)CCCSCC(=O)Nc1ccccc1	-14	-3	11	-2	2	-0.95	5	1	2
CC(C(=O)N1CCc2ccccc21)n1cccc1 (centres undefined)	3	-3	0	3	82*	-1.2	-5	0.2	7
Cc1cccc(OCc2nnc(SCC(=O)NCCc3ccccc3)o2)c1	9	-6	-10	2	20	0.15	-4	0.8	-5
Cc1ccc(NC(=O)NNS(=O)(=O)c2ccc(Br)cc2)cc1	11	-3	-11	-1	-6	-0.074	4	1.1	-7
CCC(=O)Nc1c2c(nn1-c1ccccc1C)CSC2	9	-9	-5	-6	nt	-1.7	-3	nt	-2
C=CCNC(=O)c1onc(CSc2cccc(C)c2)c1C(=O)O	3	-4	2	5	12	-1.4	-6	0.9	22
c1cc(N2CCCC2)ccc1C(c1nnnn1C1CCCCC1)N1CCOCC1 (centres undefined)	6	-6	-5	16	40	-0.31	-7	0.6	5
O=C(CC12CC3CC(CC(C3)C1)C2)Nc1cccc2ncccc12	71	-3	-71	-7	51*	0.69	nt	0.5	13
CCCSc1nc2c(c(=O)n(C)c(=O)n2C)n1Cc1ccc(C)cc1	10	1	-11	14	18	0.34	2	0.8	52*
COc1ccc(OC)c(C2CC(=O)NC(SC)=C2C#N)c1 (centres undefined)	-7	-5	9	11	48	-0.17	-7	0.5	-3
Cc1cc(NC(=O)CSc2nc3c([nH]c4ccccc43)c(=O)n2-c2cccc(C(F)(F)F)c2)no1	-15	5	15	-33	nt	1.3	-3	nt	-2
CCC(=O)Nn1cnc2c(c1=O)C1(CCCCC1)Cc1ccccc1-2	67	-1	-66	-13	42	-0.46	3	0.6	31*
Cc1cccc2cc(CN(CCCN3CCOCC3)Cc3nnnn3C(C)(C)C)c(=O)[nH]c12	-5	-2	5	7	46	-0.043	3	0.5	5
O=C(CSc1nnc(Cc2ccccc2)o1)N1CCOCC1	14	-1	-15	0	0	-0.4	4	1	6
Cc1ccc(Oc2nnc(-c3ccccc3)c3ccccc23)cc1	-11	-1	12	21	8	0.72	-17	0.9	-2
CC(NS(=O)(=O)c1ccc(Br)cc1)C(N)=O (centres undefined)	-2	-3	2	2	-1	-1.3	7	1	11
NC(=O)NC(c1ccccc1)c1ccccc1	2	-1	1	10	80*	-0.53	2	0.2	3
Oc1c(CN2CCCCC2)cc(Br)c2cccnc12	-7	-2	7	-3	-2	0.88	1	1	8
CCOc1ccc(-n2c(=S)sc3c(=O)[nH]c(SCC(=O)N4CCC(C)CC4)nc32)cc1	-15	-6	15	-3	17	-0.27	23	0.8	-1
Cc1ccn2c(C(=O)CSc3ccc(Cl)cc3Cl)c(C)nc2c1	-16	-3	16	8	2	-0.048	-1	1	2
Cc1cccc(OCC(=O)N2CCN(C(=O)Cc3ccccc3)CC2)c1	nt	-9	nt	2	12	-0.2	-12	0.9	16
CSc1ccccc1C(=O)NCc1ccc(S(N)(=O)=O)cc1	2	-5	1	-8	-6	-1.3	2	1.1	20
CCOC(=O)C1=C(C)n2c(s/c(=C/c3cccc([N+](=O)[O-])c3)c2=O)=NC1c1ccc(O)c(OC)c1 (centres undefined)	-2	-7	-1	1	55*	-0.18	61*	0.4	39*
COc1ccccc1NC(=O)COc1ccc(C(=O)OCC(=O)N2CCCC2=O)cc1OC	-5	-8	6	9	-2	-2.5	-6	1	12
CC(C)c1ccc(-c2nc(N3CCCC3)nc3n[nH]c(N)c23)cc1	nt	nt	nt	nt	-20	0.42	-6	1.2	-2
O=C(CSc1n[nH]c(-c2ccncc2)n1)c1ccccc1	5	-5	-4	14	90*	0.53	9	0.1	25
Cc1ccc(C(=O)c2ccc([N+](=O)[O-])cc2)cc1C	3	-2	-5	-21	22	-0.96	-4	0.8	6
CCC(C)NC(=O)CSC1=Nc2ccccc2C2=NC(CC(=O)NCc3ccc(F)cc3)C(=O)N12 (centres undefined)	2	-8	-2	3	-14	-0.14	-4	1.1	-4
Cc1oc(-c2ccccc2F)nc1CS(=O)(=O)CC(=O)N1CCN(Cc2ccccc2)CC1	nt	nt	nt	nt	6	0.4	-6	0.9	20
COc1ccc(CC(=O)Nc2c3c(nn2-c2cccc(Cl)c2)CS(=O)C3)cc1 (centres undefined)	-3	-3	2	10	nt	-0.78	1	nt	0
O=C(NCC1CCCO1)c1ccc(NC(=O)C2CCCCC2C(=O)O)cc1 (centres undefined)	-2	-4	1	-5	-16	-0.21	-3	1.2	9
Cc1ccc(-c2cc(C(F)(F)F)n3nc(C(=O)N4CCCC4)cc3n2)cc1	-1	-5	3	-22	nt	nt	nt	nt	nt
COc1ccc(C(=O)NCc2nnc(SCC(=O)NCc3ccc(F)cc3)o2)cc1	5	-9	-3	7	9	0.18	-4	0.9	2
C=CCN1C(=O)C(O)(CC(=O)c2ccc(N)cc2)c2ccccc21 (centres undefined)	9	-8	-5	-1	60*	-0.011	2	0.4	2
O=C(Cc1c(F)cccc1Cl)c1ccc(O)cc1O	-12	-7	13	11	28	0.46	4	0.7	11
CCOc1ccc2c(c1)N(C(=O)CN1C(=O)CCC1=O)C(C)(C)C=C2C	nt	nt	nt	nt	19	0.02	-3	0.8	1
COc1ccccc1-c1cc(C(F)(F)F)nc(N2CCCCC2)n1	-13	5	11	-4	6	-0.72	5	0.9	0
CCOC(=O)C1CCN(C(=O)Cc2c(F)cccc2Cl)CC1	-8	-2	12	-11	30	-0.56	-3	0.7	16
COc1ccc(C(O)(C(=O)NNc2ccc(C)cc2)c2cccs2)cc1 (centres undefined)	-6	-7	8	6	77*	-7.9*	22	0.2	-6
Cc1nc2cc(NC(=O)N3CCC(c4ccccc4)C3)ccc2n1C (centres undefined)	20	-5	-17	4	23	0.52	2	0.8	10
Cc1ccc(-c2nn(C)c(=O)c3ccccc23)cc1S(=O)(=O)N1CCCC1	8	5	-9	-23	51*	0.18	-7	0.5	19
Cc1ccc2cccc(NC(=S)NC(=O)c3ccnn3C)c2n1	-1	-4	4	-25	nt	0.98	nt	nt	nt
COC(=O)c1scc(C)c1N/N=C(\C)c1ccc(F)cc1	8	-5	-5	-3	10	-0.27	-10	0.9	-7
CCn1c(=O)cc(SCC(=O)NCCCN2CCN(c3ccc(F)cc3)CC2)c2ccccc21	-14	-4	10	20	29	1	3	0.7	-5
CCOC(=O)C1CCN(C(=O)CN(c2ccc(OC)cc2)S(=O)(=O)c2c(C)noc2C)CC1	4	-2	-2	4	23	0.25	-1	0.8	10
The listing continues.
SMILES	sEH inhibitor	S1P2 ag	sEH activator	S1P2 blocker	CYP2C19 inhib	hDAT+cocaine	PostGolgi yeast	CYP2C19 activ	PostGolgi ctrl
Cc1cnc(C(=O)Nc2ccc(F)cc2)cn1	-2	-7	4	17	18	0.18	-2	0.8	4
O=C(Nc1c2ccccc2nc2ccccc12)C(Cl)(Cl)Cl	8	18*	-5	-24	10	-0.52	2	0.9	2
O=C1CN(c2nc(-c3ccccc3)c3cc(Br)ccc3n2)c2ccccc2N1	-1	-2	2	18	-14	nt	-3	1.1	7
Cc1cc(C)n2cc(CSc3nnc(N)s3)nc2n1	8	-11	-6	9	-6	-1.8	5	1.1	3
CCOc1ccc(C(=O)CSc2nnc(C3CC3)n2C)cc1	-6	-3	6	-39	nt	-0.51	nt	nt	nt
Cn1c(C(=O)N(Cc2ccccc2)Cc2cccs2)cc2sccc21	-11	-1	12	-10	47	-0.73	1	0.5	27
COc1ccc(C)cc1S(=O)(=O)Nc1ccc(F)cc1	-8	-6	6	9	88*	-1.2	-6	0.1	10
COc1ccc(CCNC(=O)CSc2nncn2N)cc1OC	4	-4	-4	8	10	0.033	23	0.9	2
O=C(c1ccc(Cl)cc1)N1CCCOC1	4	-4	-4	1	12	-0.4	-14	0.9	19
COC(=O)c1c(C(=O)NCc2ccccc2)ncn1CC(O)COc1ccccc1 (centres undefined)	8	-5	-8	-1	12	1.6	-6	0.9	-6
CC(=O)Nc1ccc(S(=O)(=O)N2CCN=C2C)cc1	8	-3	-3	-2	0	0.096	-5	1	8
Cn1c(=O)c2cn(-c3ccc4c(c3)OCCO4)cc2n(C)c1=O	-22	-3	20	2	3	-1.7	-5	1	17
CC(=O)NCCN=C(C)c1sc2ccccc2c1O	-12	-1	9	4	-16	-0.11	25	1.2	5

Single records, from the list above.
c1cc(N2CCCC2)ccc1C(c1nnnn1C1CCCCC1)N1CCOCC1 (centres undefined) in the list: sEH inhibitor = 6; S1P2 ag = -6; sEH activator = -5; S1P2 blocker = 16; CYP2C19 inhib = 40; hDAT+cocaine = -0.31; PostGolgi yeast = -7; CYP2C19 activ = 0.6; PostGolgi ctrl = 5
Cc1ccc(C(=O)c2ccc([N+](=O)[O-])cc2)cc1C in the list: sEH inhibitor = 3; S1P2 ag = -2; sEH activator = -5; S1P2 blocker = -21; CYP2C19 inhib = 22; hDAT+cocaine = -0.96; PostGolgi yeast = -4; CYP2C19 activ = 0.8; PostGolgi ctrl = 6
CCCn1c(SCC(=O)c2cc(C)c(C)cc2C)n[nH]c1=O in the list: sEH inhibitor = 10; S1P2 ag = -7; sEH activator = -10; S1P2 blocker = 4; CYP2C19 inhib = 38; hDAT+cocaine = 0.8; PostGolgi yeast = 2; CYP2C19 activ = 0.6; PostGolgi ctrl = 4

Compound activity: PubChem BioAssay, several laboratories
